HDAC3 inhib – human HDAC3 inhibition; O15379; recombinant HDAC3, fluorogenic peptide/trypsin coupled, fluorescence; inhibition, % at 8.3 µM; hit rate 0.15% among 320,000; in the data active = inhibition above about 26%, passing the limit was not always enough
hERG rescue – hERG (human) protection from proarrhythmic block | Q12809 | CHO-hERG, FluxOR thallium flux, dofetilide IC70 present | activation (rescue from dofetilide block), less the hit threshold, % at 10 µM | hit rate 0.51% among 310,000 | AID 1511;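 active = activation above the mean of controls blocked by dofetilide plus 5 SD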;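 also: thallium influx through hERG after potassium depolarization seen as dye fluorescence rise; in these data hits start at about 4.7%; inactives centre near -7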
Target sequence (Q12809 whole entry, looked up): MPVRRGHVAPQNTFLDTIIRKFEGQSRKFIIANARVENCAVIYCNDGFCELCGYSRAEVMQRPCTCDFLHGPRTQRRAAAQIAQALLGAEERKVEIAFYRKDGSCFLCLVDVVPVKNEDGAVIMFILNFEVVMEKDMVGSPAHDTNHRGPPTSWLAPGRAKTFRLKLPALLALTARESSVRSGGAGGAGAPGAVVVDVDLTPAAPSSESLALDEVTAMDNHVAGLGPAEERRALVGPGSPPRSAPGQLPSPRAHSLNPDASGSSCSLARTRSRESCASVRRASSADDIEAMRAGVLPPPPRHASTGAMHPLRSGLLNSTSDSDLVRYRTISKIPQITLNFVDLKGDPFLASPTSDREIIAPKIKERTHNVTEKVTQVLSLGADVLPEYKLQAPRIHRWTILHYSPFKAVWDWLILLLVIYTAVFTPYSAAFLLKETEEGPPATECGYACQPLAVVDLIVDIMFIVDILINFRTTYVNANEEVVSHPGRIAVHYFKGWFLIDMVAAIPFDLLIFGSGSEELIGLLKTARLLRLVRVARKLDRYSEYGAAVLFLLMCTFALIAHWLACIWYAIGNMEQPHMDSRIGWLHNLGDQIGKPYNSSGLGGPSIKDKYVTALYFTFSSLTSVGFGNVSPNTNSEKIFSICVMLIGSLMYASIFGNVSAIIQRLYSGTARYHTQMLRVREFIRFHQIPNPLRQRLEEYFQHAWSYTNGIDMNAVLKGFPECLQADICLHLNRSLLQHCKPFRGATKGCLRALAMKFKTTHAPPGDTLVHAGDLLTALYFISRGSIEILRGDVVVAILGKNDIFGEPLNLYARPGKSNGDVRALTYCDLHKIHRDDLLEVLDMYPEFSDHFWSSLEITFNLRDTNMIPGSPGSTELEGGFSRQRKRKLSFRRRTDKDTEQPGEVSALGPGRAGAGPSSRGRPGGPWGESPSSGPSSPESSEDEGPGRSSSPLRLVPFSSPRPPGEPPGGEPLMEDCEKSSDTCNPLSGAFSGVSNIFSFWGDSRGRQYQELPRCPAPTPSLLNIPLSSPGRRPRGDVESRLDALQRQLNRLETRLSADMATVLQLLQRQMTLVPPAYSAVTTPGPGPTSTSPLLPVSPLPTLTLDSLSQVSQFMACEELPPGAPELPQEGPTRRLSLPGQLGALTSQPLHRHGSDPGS
TRPC4 act – opens the mouse TRPC4 cation channel; hit rate 0.49% among 310,000; HEK293 TRPC4beta/mu-opioid, Fluo4 calcium fluorescence; stronger effect = higher value; B-score at 10 µM; AID 2237;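 active = B-score above 5 SD of library B-scores, and initial fluorescence ratio not above library mean plus 5 SD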;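 also: positive B-score marks a calcium rise read as TRPC4 activation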
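Material: HEK293 stable line with TRPC4beta plus mu-opioid receptor; technique: Fluo4 calcium-sensitive dye fluorescence, kinetic, 1 Hz baseline; timing: Fluo4 dye loading 45 min at room temperature, 110 s recording; controls: assay buffer as low control, maximal DAMGO as high control; read-out: integrated baseline-normalised fluorescence ratio, converted to per-well B score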
KCNK9 inh – human KCNK9 channel inhibition; Q9NPC2; HEK293 KCNK9, FluxOR thallium flux fluorescence; stronger effect = lower value; B-score at 10 µM; hit rate 1.2% among 310,000; AID 488922;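 active = ratio B-score over 3 SD below the library mean, with starting fluorescence within 5 SD of its mean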;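 also: negative B-score means less thallium flux so channel inhibition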
KCNQ1 block – human KCNQ1 channel inhibition. AID 2642. hit rate 1.3% among 310,000. CHO-K1 KCNQ1, FluxOR thallium flux fluorescence; stronger effect = higher value. P51787. B-score at 10 µM;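 active = compounds whose thallium flux B-score, printed positive for inhibition, exceeds three library SD while starting fluorescence stays within three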;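 also: channel opened by potassium depolarization with thallium stimulus after 20 min compound exposure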
TMEM16A act – activators or potentiators of mouse TMEM16A chloride channel. HEK293 TMEM16A/YFP-H148Q/I152L, iodide quench fluorescence; stronger effect = lower value. B-score at 10 µM. hit rate 0.3% among 340,000. Q8BHY3;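 active = fluorescence-ratio B-score plate-corrected deviation score at least 3 library SD below zero, with starting fluorescence score within 5 deviations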;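 also: channel opened by trigger with iodide after compound preincubation; score built on the fluorescence ratio of max minus min over baseline; more negative score means more quench and so TMEM16A activation or potentiation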
ANO1 block – inhibitors of mouse TMEM16A calcium-activated chloride channel; Q8BHY3; HEK293 TMEM16A/YFP iodide influx fluorescence, ionomycin; normalized B-score (activity score, 25-100; higher = stronger inhibition) at 10 µM; hit rate 1.2% among 310,000; AID 588511;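 active = ratio plate-corrected score three or more library SD toward inhibition, starting fluorescence score within five deviations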;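 also: score derived from kinetic fluorescence span divided by baseline fluorescence per well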
Dyrk1A ADPGlo – blocks rat Dyrk1A kinase activity. inhibition, % at 12.5 µM. ADP-Glo luminescence, NFATc1 peptide. hit rate 0.43% among 310,000. Q63470; in the data active = inhibition above about 50%;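 also: plate controls were vehicle with enzyme for no effect and no enzyme for full effect; many of its hits are not listed in these tables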
TRPC4 potent – allosteric potentiators of mouse TRPC4 channel; HEK293 TRPC4beta/mu-opioid, DAMGO EC20, Fluo-4 Ca2+ flux; stronger effect = higher value; B-score at 10 µM; hit rate 0.42% among 310,000; AID 2227;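 active = B-score of calcium response area above 5 SD of library B-scores, with initial fluorescence ratio within 5 SD of library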;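 also: B-score of integrated fluorescence ratio over time as area under calcium response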
KCNQ1 act – potentiators or activators of human KCNQ1 potassium channel | P51787 | CHO-K1 KCNQ1, thallium flux FluxOR fluorescence; stronger effect = higher value | B-score at 10 µM | hit rate 0.35% among 310,000 | AID 2648;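 active = fluorescence ratio B-score, a plate-corrected score, at least three library SD, with initial intensity B-score within 5 SD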
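Test system: CHO-K1 cells stably expressing KCNQ1 / Medium: assay buffer / Also added: depolarizing K+/Tl+ stimulus, K2SO4 and Tl2SO4 each 12.5 mM in 5x stock / Incubation: 90 min dye loading and 20 min compound exposure, both at room temperature / Signal: thallium influx via FluxOR fluorescence, kinetic imaging / Evaluation: B score of baseline-normalized fluorescence ratio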
KCNK3 block – human KCNK3 channel inhibition, primary screen | CHO-KCNK3 thallium flux, FluxOR fluorescence; stronger effect = lower value | B-score at 10 µM | hit rate 0.84% among 340,000;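 active = B-score under library mean minus 4 SD, starting fluorescence ratio at most library mean plus 5 SD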;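 also: more negative B-score means stronger inhibition of thallium flux through KCNK3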
Active calls of the source: *; i = inactive; . = not tested or not shown. Some of the compounds tested; rates above refer to the full screens.

molecule	HDAC3 inhib	hERG rescue	TRPC4 act	KCNK9 inh	KCNQ1 block	TMEM16A act	ANO1 block	Dyrk1A ADPGlo	TRPC4 potent	KCNQ1 act	KCNK3 block
C=CCN(C(=O)CCC(=O)Nc1cc(C)on1)C(C(=O)NC(C)(C)C)c1cccc(OC)c1OC (stereo not given)	.	-8.3	i	i	i	i	i	3.3	i	i	i
CC(=O)Nc1ccc(S(=O)(=O)NCCC(=O)N2CCCCC2)cc1	5.2	-10.6	i	i	i	i	i	-0.1	i	i	i
O=C(Cc1cccs1)NCc1ccc2c(c1)OCO2	3.2	-2.5	i	i	i	i	i	6.6	i	i	i
CCOc1ccc(C(=O)NC(=S)Nc2ccc(NC(=O)c3ccco3)c(C)c2)cc1[N+](=O)[O-]	-3.8	1.1	i	i	i	i	i	3.6	i	i	i
C[C@H]1[C@H](C)CC[C@]2(C)CC[C@]3(C)C(=CC[C@@H]4[C@@]5(C)CC[C@@H](O)[C@](C)(C(=O)O)[C@@H]5CC[C@]43C)[C@H]12	4.5	-7.2	i	i	i	.	i	.	i	i	.
C[C@H]1C=C(C(=O)N2CCOCC2)O[C@@H](OCc2ccc(CO)cc2)C1	0.0	-4.5	i	i	i	i	i	-5.9	i	i	i
O=C(N/C(=C/c1cccnc1)C(=O)N1CCOCC1)c1ccccc1F	-2.1	-3.1	i	i	i	i	i	-2.8	i	i	i
Cn1ncc2c(Nc3ccc4ccccc4c3)ncnc21	4.6	-8.0	i	i	i	i	i	6.0	i	i	i
CCc1ccc(CNC(=O)Cn2nc(-c3ccc(C)cc3)ccc2=O)cc1	.	-9.2	i	i	i	.	i	.	i	i	.
O=C(O)C1Sc2[nH]c(=O)sc2C2c3cc(Cl)ccc3OC(=O)C12 (stereo not given)	5.6	-15.7	i	i	i	i	i	31.5	i	i	i
O=C(OCC(=O)C12CC3CC(CC(C3)C1)C2)c1cnccn1	2.5	-4.8	i	i	i	i	i	9.5	i	i	i
CCOC(=O)C(=O)Nc1sc(C(=O)N2CCOCC2)c(C)c1C#N	3.8	-6.1	i	i	i	i	i	3.4	i	i	i
O=C(O)C1CCCCC1C(=O)Nc1ccccc1Nc1ccccc1 (stereo not given)	-3.8	-5.8	i	i	i	i	i	-3.6	i	i	i
CN(C)CCCNC(=O)COc1ccc(Br)cc1Cl	0.0	-7.3	i	i	i	i	i	-1.1	i	i	i
Cc1cccc(NC(=O)c2cc(-c3ccco3)nc3ccccc23)n1	-7.6	-6.4	i	i	i	i	i	-0.5	i	i	i
CC[N+](CC)(CCO)CCCN1C(=O)C2CC=C(Cl)CC2C1=O (stereo not given)	-0.6	-7.7	i	i	i	i	i	-0.3	i	i	i
CC1CN(S(=O)(=O)c2ccc(C(=O)Nc3ccc(S(=O)(=O)Nc4nccs4)cc3)cc2)CC(C)O1 (stereo not given)	-5.7	-7.6	i	i	i	i	i	-8.6	i	i	i
COc1ccc(/C=C(/C(=O)NCc2ccccc2)c2ccccc2)cc1	14.0	-6.5	i	i	i	i	i	-1.1	i	i	i
CC(=O)c1c(C)[nH]c(C(=O)CSc2nc3ccc(C)cc3[nH]2)c1C	-3.3	-12.0	i	i	i	i	i	-11.0	i	i	i
COc1ccccc1C(=O)Nc1sc2c(c1C#N)CCC2	-9.2	-4.0	i	i	i	i	i	12.4	i	i	i
CCOP(=O)(OCC)c1nc(/C=C/c2ccccc2)oc1NCc1ccccc1	-0.4	-7.7	i	i	i	i	i	-9.0	i	i	i
COc1ccc(-c2cn3cccnc3n2)cc1NC(=O)C(C)C	5.8	-5.9	i	i	i	i	i	-0.7	i	i	i
Cc1nnc(Nc2ccc(Cl)c(C(F)(F)F)c2)[nH]c1=O	-6.2	-7.5	i	i	i	i	i	-3.1	i	i	i
O=C1CCCN1c1ccc(S(=O)(=O)N2CCN(c3ccccn3)CC2)cc1	2.4	-11.7	i	i	i	i	i	12.2	i	i	i
COC(=O)CCC(NC(=O)OCc1ccccc1)C(=O)NC(CC(C)C)C(=O)OC (stereo not given)	7.6	-11.6	i	i	i	i	i	1.4	i	i	i
Cc1cc(/C=N/Nc2nc(N)ncc2[N+](=O)[O-])c(C)n1-c1ccccc1F	10.8	-7.8	i	i	i	.	i	.	i	i	.
COc1cc(/C=N/O)ccc1OCc1ccc(C(=O)O)cc1	8.9	-11.9	i	i	i	i	i	4.9	i	i	i
CCN=C1S/C(=C\c2cn(C(C)=O)nc2-c2ccccc2)C(=O)N1CC	-0.6	-5.6	i	i	i	i	i	-2.1	i	i	i
CCOC(=O)c1nn(-c2ccccc2)c2nnc(Cc3ccc(Cl)cc3)c(=O)n12	3.5	-10.9	i	i	i	i	i	-3.2	i	i	i
COCCN1Cc2cccc(C(=O)Nc3cccc(OC)c3)c2C1=O	3.7	-5.7	i	i	i	i	i	-16.1	i	i	i
Cc1ccc(CCNC(=O)C2CCC(=O)N(Cc3cccc(F)c3)C2)cc1 (stereo not given)	-2.5	-10.8	i	i	i	i	i	-3.8	i	i	i
CCN(CCCNC(=O)CCc1nc(-c2ccc(OC)cc2)no1)c1cccc(C)c1	1.9	-9.4	i	i	i	i	100*	4.4	i	i	i
CC(C)c1ccc(CN(C(=O)c2cccs2)C2CCS(=O)(=O)C2)cc1 (stereo not given)	2.4	-4.8	i	i	i	i	i	-0.1	i	i	i
O=C(CSc1ccc(Cl)cc1)Nc1cc(-c2nc3ncccc3o2)ccc1Cl	-3.7	-7.7	i	i	i	.	i	.	i	i	.
COc1ccc(CC(=O)Nc2sc3c(c2C(N)=O)CCCC3)cc1	0.9	-3.6	i	i	i	i	i	6.7	i	i	i
COc1ccc(-c2noc(CN(C(=O)c3ccc4c(c3)OCO4)C(C)C)n2)cc1OC	.	-14.2	i	i	i	i	i	-1.2	i	i	i
COCCCNc1nnc(Cc2ccc(Cl)cc2)c(=O)[nH]1	4.3	-4.7	i	i	i	i	i	3.0	i	i	i
C=CC[C@]12C[C@@H](OC)C(=O)C=C1O[C@@H](c1ccc(OC)c(OC)c1)[C@H]2C	4.6	-3.8	i	i	i	i	i	7.2	i	i	i
CCS(=O)(=O)c1ccc(C(=O)Nc2ccccc2OC)c(Cl)c1Cl	-2.8	-5.9	i	i	i	i	i	13.1	i	i	i
O=C(CCS(=O)(=O)c1ccccc1)Nc1ccccn1	1.9	-6.7	i	i	i	i	i	2.2	i	i	i
COc1ccc(C(=O)CCS(=O)(=O)c2ccc(F)cc2)cc1OC	1.5	-15.3	i	i	i	i	i	4.5	i	24*	i
c1cnc2ccc(-c3ccc4ncccc4c3)cc2c1	-3.2	-12.4	i	i	i	i	i	87.4*	i	i	i
CCCCCCC/C(C)=N/NC(=O)CC(=O)NCCc1ccccc1	-0.7	-7.3	i	i	i	i	i	-6.7	i	i	i
Cc1ccc(-c2cc3nc(C)cc(C)n3n2)cc1	0.4	-9.4	i	i	i	i	i	0.1	i	i	i
Cc1ccc(/C=N/Nc2nncc(-c3ccccc3)n2)o1	-0.4	-12.7	i	i	i	i	i	-2.7	i	i	i
COc1ccc(S(=O)(=O)N(C)CC(=O)N2CCN(Cc3ccccc3)CC2)cc1C	-2.1	-8.6	i	i	i	i	i	-8.5	i	i	i
COCc1nc2ccccc2n1Cc1ccc(Br)cc1	3.0	-7.4	i	i	i	i	i	10.2	i	i	i
Cc1cc(C(=O)CNCc2ccco2)c(C)n1-c1ccc(F)cc1	-1.1	1.6	i	i	i	i	i	.	i	i	i
C/C(=N\NC(=O)NC1CCCCC1)C1CCCCC1	2.4	-7.8	i	i	i	i	i	5.0	i	i	i
CC(C)NC(=O)c1ccc(-c2ccccc2C(F)(F)F)o1	5.6	-6.3	i	i	i	i	i	-0.6	i	i	i
OCCC1CN(Cc2cccc3c2OCO3)CCN1C1CCCCC1 (stereo not given)	-4.9	-2.2	i	i	i	i	i	37.1	i	i	i
Cc1cc(/C=C2\SC(=O)N(C)C2=O)c(C)n1-c1ccc(O)cc1	-2.0	-6.3	i	i	i	i	i	-3.9	i	i	i
S=C(NCc1ccc2c(c1)OCO2)Nc1ccc2nsnc2c1	5.5	-10.2	i	i	i	i	i	19.2	i	i	i
CNC(=O)c1nn(-c2ccc(C)cc2)ccc1=O	2.8	-0.9	i	i	i	i	i	0.0	i	i	i
CCOC(=O)C1=C(C)NC(=O)NC1c1ccc(OCC(=O)OC)c(OC)c1 (stereo not given)	-1.8	-11.5	i	i	i	.	i	-3.0	i	i	i
O=C(NNS(=O)(=O)c1ccccc1)C(O)(c1ccccc1)c1ccccc1	-3.5	-9.3	i	i	i	i	i	-2.7	i	i	i
CCC(C)NC(=O)c1cnc2n(c1=O)CCS2 (stereo not given)	2.8	.	.	.	.	i	i	9.2	.	.	i
COCCCNC(=O)c1c(N)n(/N=C/c2ccccn2)c2nc3ccccc3nc12	.	-19.6	i	i	i	i	.	0.0	i	i	i
CCCCNC(=O)c1cc(-c2ccc(F)cc2)on1	-5.2	-11.3	i	i	i	i	i	0.8	i	i	i
Cc1nc2ccc(S(=O)(=O)NCC(=O)N3CCc4ccccc4C3)cc2s1	-2.2	-10.2	i	i	i	i	i	8.3	i	i	i

Carrying on:
molecule	HDAC3 inhib	hERG rescue	TRPC4 act	KCNK9 inh	KCNQ1 block	TMEM16A act	ANO1 block	Dyrk1A ADPGlo	TRPC4 potent	KCNQ1 act	KCNK3 block
O=C(O)CSc1ncccc1C(=O)O	0.4	-7.2	i	i	i	i	i	2.5	i	i	i
NC(=O)c1nn(-c2ccccc2)nc1NC(=O)Cn1nnc(-c2ccccc2)n1	-8.7	-5.1	i	i	i	i	i	-2.6	i	i	i
Cc1cc(C)cc(C(=O)Nc2cccnc2)c1	3.7	-5.0	i	i	i	i	i	-3.6	i	i	i
CCOc1ccc(-n2c(SCC(=O)Nc3ccc(CC)cc3)nc3n[nH]c(C)c3c2=N)cc1	-1.5	-8.6	i	i	i	-6.44*	i	-2.1	i	i	i
CC(C)(C)NC(=O)COC(=O)c1cncc(Br)c1	3.6	-3.9	i	i	i	i	i	18.8	i	i	i
